PP1 counter = counter-screen for PP5 inhibitors: inhibitors of human PP1-alpha; purified PP1alpha, OMFP fluorescence; 320,000 compounds, 0.9% hits; P62136; inhibition, % at 6.7 µM; AID 2235;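 active = inhibition above the mean inhibition of all tested compounds plus 3 SD, computed separately for each screening campaign, cut at about 15% in these data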
Target sequence (P62136 whole entry, looked up): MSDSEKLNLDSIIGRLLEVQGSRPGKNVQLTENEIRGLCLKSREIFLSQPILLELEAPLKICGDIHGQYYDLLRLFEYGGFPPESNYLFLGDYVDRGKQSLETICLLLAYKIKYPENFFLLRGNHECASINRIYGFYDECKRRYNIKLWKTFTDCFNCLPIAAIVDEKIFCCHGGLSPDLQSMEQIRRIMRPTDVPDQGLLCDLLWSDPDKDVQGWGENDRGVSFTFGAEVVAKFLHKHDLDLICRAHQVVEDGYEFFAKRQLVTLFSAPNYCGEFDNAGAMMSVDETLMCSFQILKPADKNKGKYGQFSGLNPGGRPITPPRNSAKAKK
GASC-1 inh = inhibitors of human GASC-1 (JMJD2C) demethylase | inhibition, % at 2.35 µM | Q9H3R0 | GST-JMJD2C(1-420) H3K9me3 demethylation, DELFIA europium | 330,000 compounds, 0.069% hits | AID 2099;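 active = more than half of a compound's replicate wells show inhibition beyond 50%, single wells judged on their own value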;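 note: signal counts dimethyl H3K9 product captured on neutravidin plate; 0% = median of DMSO wells and 100% = 0.3 times that DMSO median; strong numbers were not always called active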
Target sequence (Q9H3R0 1-420 limits assumed): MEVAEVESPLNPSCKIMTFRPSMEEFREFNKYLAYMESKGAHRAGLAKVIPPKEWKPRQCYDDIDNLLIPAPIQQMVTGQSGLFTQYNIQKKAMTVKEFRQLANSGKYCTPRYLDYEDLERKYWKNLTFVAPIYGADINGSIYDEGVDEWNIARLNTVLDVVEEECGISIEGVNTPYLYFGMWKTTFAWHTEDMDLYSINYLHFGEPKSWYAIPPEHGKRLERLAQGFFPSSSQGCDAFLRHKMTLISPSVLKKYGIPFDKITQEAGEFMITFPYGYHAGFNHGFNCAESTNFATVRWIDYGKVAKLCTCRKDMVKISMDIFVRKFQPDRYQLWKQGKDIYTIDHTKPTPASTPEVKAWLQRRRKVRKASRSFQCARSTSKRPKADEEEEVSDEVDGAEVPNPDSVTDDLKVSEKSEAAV
PP5 inh = inhibitors of human protein phosphatase 5 (PP5); purified PP5c, OMFP substrate fluorescence; inhibition, % at 6.7 µM; 320,000 compounds, 0.18% hits; AID 1987;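 active = inhibition above the campaign's mean inhibition across all tested compounds plus 3 SD, cut at about 9.5% in these data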;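 note: 0% = DMSO only and 100% = 100 µM cantharidin control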
PREPL inh = inhibits the human prolyl oligopeptidase-like enzyme; 320,000 compounds, 0.68% hits; recombinant PREPL, fluorescence polarization activity-based probe; inhibition, % at 5.96 µM; AID 2751; Q4J6C6; in the data active = inhibition above about 43%;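 note: 0% = enzyme with DMSO and 100% = wells lacking enzyme; many of its hits are not listed in these tables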
HCV core dimer = blocks dimerization of HCV core protein. inhibition, % at 5 µM. TR-FRET GST/Flag-core106 dimerization, 1536-well. 300,000 compounds, 0.33% hits;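 active = inhibition above the mean of all tested compounds plus 3 SD, set per screening campaign, cut at about 45% in these data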
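Material: GST/Flag-tagged HCV core106 proteins. Incubation: 4 h, 22.5 °C incubation. Read-out basis: inhibition (%) from 671 over 617 nm ratio. Measured by: TR-FRET, excitation 340 nm, emission 617 and 671 nm.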
LYPLA2 counter = counter-screen for PME1 inhibitors: inhibitors of human LYPLA2 | O95372 | inhibition, % at 5.9 µM | recombinant LYPLA2, FP-Rh probe fluorescence polarization | 320,000 compounds, 0.38% hits | AID 2177;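 active = inhibition above the screen-wide mean plus 3 SD, limit set per campaign, cut at about 26% in these data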;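 note: 0% = LYPLA2 with DMSO and 100% = wells lacking LYPLA2 enzyme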
Target sequence (O95372 whole entry, looked up): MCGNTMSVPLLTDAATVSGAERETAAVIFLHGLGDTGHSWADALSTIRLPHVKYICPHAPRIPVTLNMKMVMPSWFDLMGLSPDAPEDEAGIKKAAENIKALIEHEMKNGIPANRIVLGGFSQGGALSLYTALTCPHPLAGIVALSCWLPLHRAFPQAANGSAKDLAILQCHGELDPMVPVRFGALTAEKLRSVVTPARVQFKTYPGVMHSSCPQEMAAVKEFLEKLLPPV
CTSL1 counter = cathepsin L1 inhibition, PFM18AAP counter-screen; recombinant F. hepatica cathepsin L1, Z-Leu-Arg-MCA fluorescence; 300,000 compounds, 0.49% hits; AID 1906; inhibition, % at 5.96 µM;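 active = inhibition above the mean of all tested compounds plus 3 SD, set per screening campaign, cut at about 17% in these data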;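 note: 0% = plate median of test compound wells and 100% = 1 µM Z-Phe-Ala-diazomethylketone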
Efflux pump mplx = blocks antifungal efflux pumps in multiplex yeast assay | inhibition, % at 10 µM | 330,000 compounds, 0.44% hits | AID 485275 | S. cerevisiae Candida pump triplex, Nile Red efflux;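 active = plate passing quality check with inhibition over a set limit, or well fluorescence over plate mean plus 4 SD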;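 note: Nile Red retained in pooled yeast measured as flow cytometry median fluorescence; 0% = buffer negative control and 100% = Enniatin B positive control; higher means more Nile Red kept so more efflux inhibition; some compounds called inactive have numbers as strong as hits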
TPT1 inhibitor = inhibitors of Candida albicans tRNA 2'-phosphotransferase TPT1. inhibition, % at 5 µM. 300,000 compounds, 0.81% hits. recombinant caTPT1, FP RNA substrate dephosphorylation;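 active = inhibition above the mean of all tested compounds plus 3 SD, set per screening campaign, cut at about 24% in these data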;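 note: plate controls were DMSO alone for no effect and ferristatin control at 100 nM for full effect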
* hit, by the source's call.

CCOC(=O)CSc1nnc(-c2ccccc2NC(=O)c2ccccc2)o1 was read as PP1 counter -3, GASC-1 inh 3, PP5 inh 0.6, PREPL inh -9, HCV core dimer 2, LYPLA2 counter 1, CTSL1 counter 2, Efflux pump mplx -0.1 and TPT1 inhibitor 1.
Screening COc1ccc(S(=O)(=O)n2nc(-c3cc(OC)c(OC)c(OC)c3)cc2N)cc1OC returned PP1 counter -1, PP5 inh 2.7, PREPL inh 3, HCV core dimer 1, LYPLA2 counter 1, CTSL1 counter -2, Efflux pump mplx -0.3 and TPT1 inhibitor -4.
Cc1ccc(-c2nnc(SCC(=O)n3c4c(c5ccccc53)CCCC4)o2)cc1 was read as PP1 counter -2, GASC-1 inh 7, PP5 inh 0.7, PREPL inh 0, HCV core dimer -2, LYPLA2 counter 8, CTSL1 counter 4, Efflux pump mplx -0.2 and TPT1 inhibitor -8.
Screening C=CCn1c(COc2ccc(CC)cc2)nnc1SCC(=O)NC1CCS(=O)(=O)C1 (stereo not given) returned PP1 counter -1, GASC-1 inh -4, PP5 inh -2.0, PREPL inh -6, HCV core dimer -7, LYPLA2 counter 7, CTSL1 counter 0, Efflux pump mplx -0.1 and TPT1 inhibitor -1.
COc1ccc(S(=O)(=O)N(C(=O)c2ccco2)c2cc3sc(=O)oc3c3ccccc23)cc1 was read as PP1 counter 3, GASC-1 inh 21, PP5 inh 3.9, PREPL inh 13, HCV core dimer 2, LYPLA2 counter 6, CTSL1 counter 0, Efflux pump mplx 0.1 and TPT1 inhibitor 0.
O=C(N/N=C/c1c[nH]c2ccccc12)c1cc(-c2ccccc2)n[nH]1 was read as PP1 counter 3, GASC-1 inh 8, PP5 inh 3.6, PREPL inh 13, HCV core dimer -9, LYPLA2 counter 3, CTSL1 counter 4, Efflux pump mplx 0.1 and TPT1 inhibitor -2.
For Cc1ccc(-n2ncc(C(=O)N3CCN(C(=O)c4ccco4)CC3)c2-n2cccc2)cc1 the results were PP1 counter -5, GASC-1 inh 1, PP5 inh -1.2, PREPL inh 1, HCV core dimer 0, LYPLA2 counter 2, CTSL1 counter 0, Efflux pump mplx -0.1 and TPT1 inhibitor -1.
Screening Cc1ccc(NC(=O)CCc2nnc3ccc(N4CCC5(CC4)OCCO5)nn23)nc1 returned PP1 counter -11, GASC-1 inh 0, PP5 inh -2.8, PREPL inh 6, HCV core dimer -18, LYPLA2 counter 2, CTSL1 counter -9, Efflux pump mplx 0.3 and TPT1 inhibitor 0.
Screening O=C(c1cc(=O)[nH]c2ccccc12)N1CC=C(c2ccccc2)CC1 returned PP1 counter -2, GASC-1 inh -1, PP5 inh 1.9, PREPL inh -15, HCV core dimer 2, LYPLA2 counter 11, CTSL1 counter 3, Efflux pump mplx -0.1 and TPT1 inhibitor -2.
N#CCCn1cc(/C=C2\NC(=S)N(c3ccccc3)C2=O)c(-c2ccc(-c3ccccc3)cc2)n1 was read as PP1 counter -1, GASC-1 inh -26, PP5 inh 2.5, PREPL inh -3, HCV core dimer 6, LYPLA2 counter -19, CTSL1 counter 9, Efflux pump mplx -0.3 and TPT1 inhibitor 3.
For O=C(COc1ccc(Br)cc1)N1CCN(c2ccccc2)CC1 the results were PP1 counter -4, GASC-1 inh 1, PP5 inh 1.5, PREPL inh 5, HCV core dimer 1, LYPLA2 counter 0, CTSL1 counter -4, Efflux pump mplx 0.0 and TPT1 inhibitor 1.
CCn1c(COC(=O)CNC(=O)c2cc(OC)c(OC)c(OC)c2)nc2cc(S(=O)(=O)N(C)C)ccc21 was read as PP1 counter -7, GASC-1 inh 18, PP5 inh 0.2, PREPL inh 2, HCV core dimer -3, LYPLA2 counter -1, CTSL1 counter 0, Efflux pump mplx -0.1 and TPT1 inhibitor -2.
Screening COCc1cc(C)c(C#N)c(=S)[nH]1 returned PP1 counter -10, GASC-1 inh -2, PP5 inh -1.8, PREPL inh 16, HCV core dimer 1, LYPLA2 counter -5, CTSL1 counter 9, Efflux pump mplx 0.0 and TPT1 inhibitor -12.
`COc1cccc(CN2CCN(S(=O)(=O)c3ccc(Br)cc3)CC2)c1` gave PP1 counter 0, GASC-1 inh 8, PP5 inh 3.3, PREPL inh 3, HCV core dimer -1, LYPLA2 counter -3, CTSL1 counter -1, Efflux pump mplx 0.0 and TPT1 inhibitor 0.
For CCOc1ccc(C(CCc2ccccc2)NC(=O)c2ccccc2OC)cc1OCC (stereo not given) the results were PP1 counter -5, GASC-1 inh 37, PP5 inh 2.7, PREPL inh 17, HCV core dimer 6, LYPLA2 counter 1, CTSL1 counter 2, Efflux pump mplx 0.2 and TPT1 inhibitor 2.
Screening O=C(N/N=C/c1cccc(C(F)(F)F)c1)C1CCN(c2ncc(C(F)(F)F)cc2Cl)CC1 returned PP1 counter 1, GASC-1 inh 1, PP5 inh -1.2, PREPL inh 4, HCV core dimer -1, LYPLA2 counter 7, CTSL1 counter -2, Efflux pump mplx -0.1 and TPT1 inhibitor -5.
Screening C=CCN(C(=O)CCC(=O)Nc1cc(C)on1)C(C(=O)NC(C)(C)C)c1ccc(OC)cc1 (stereo not given) returned PP1 counter 1, GASC-1 inh 4, PP5 inh 2.4, PREPL inh 1, HCV core dimer -1, LYPLA2 counter 4, CTSL1 counter -5, Efflux pump mplx 0.1 and TPT1 inhibitor -1.
`Cc1ccc(S(=O)(=O)NC(CC(=O)O)c2ccccc2)c(C)c1` (stereo not given) gave PP1 counter 1, GASC-1 inh 0, PP5 inh -0.6, PREPL inh 3, HCV core dimer -3, LYPLA2 counter -6, CTSL1 counter 1, Efflux pump mplx 0.1 and TPT1 inhibitor 0.
For CC(=O)Nc1nc(C)c(Oc2ccc(C)cc2)c(=O)[nH]1 the results were PP1 counter -4, GASC-1 inh -15, PP5 inh 1.1, PREPL inh 4, HCV core dimer -3, LYPLA2 counter 3, CTSL1 counter 1, Efflux pump mplx 0.1 and TPT1 inhibitor 2.
`Cc1cccc(-n2cc(-c3ccc([N+](=O)[O-])cc3)[nH]c2=S)c1` gave PP1 counter 8, GASC-1 inh 5, PP5 inh 3.3, PREPL inh 6, HCV core dimer 10, LYPLA2 counter -2, CTSL1 counter 1, Efflux pump mplx 0.2 and TPT1 inhibitor 2.
For O=C(COC(=O)/C=C/c1cccc([N+](=O)[O-])c1)NCc1ccc2c(c1)OCO2 the results were PP1 counter 6, GASC-1 inh 8, PP5 inh -1.8, PREPL inh -2, HCV core dimer 5, LYPLA2 counter 0, CTSL1 counter -6, Efflux pump mplx 0.0 and TPT1 inhibitor 0.
C/C(=N/NC(=O)c1ccc(C)nc1)c1ccc2c(c1)CCCC2 was read as PP1 counter 2, GASC-1 inh -1, PP5 inh -0.6, PREPL inh 2, HCV core dimer 1, LYPLA2 counter -6, CTSL1 counter 1, Efflux pump mplx -0.1 and TPT1 inhibitor -4.
For CC(=O)N[C@H](Cc1c[nH]c2ccccc12)C(=O)O the results were PP1 counter 2, GASC-1 inh 32, PP5 inh 0.5, PREPL inh 1, HCV core dimer -3, LYPLA2 counter 2, CTSL1 counter -3, Efflux pump mplx 0.0 and TPT1 inhibitor -1.
For O=C(CN1CCCc2ccccc21)NCCc1ccc(Cl)cc1 the results were PP1 counter 6, GASC-1 inh -11, PP5 inh 0.4, PREPL inh 4, HCV core dimer 5, LYPLA2 counter 4, CTSL1 counter -2, Efflux pump mplx 0.1 and TPT1 inhibitor -1.
Screening CC(=O)Oc1cc2oc(=O)c3c(c2cc1Cl)CCC3 returned PP1 counter -1, GASC-1 inh 1, PP5 inh 0.1, PREPL inh 13, HCV core dimer -5, LYPLA2 counter 5, CTSL1 counter -8, Efflux pump mplx -0.1 and TPT1 inhibitor -2.
`CC(=O)C1=C(O)C(=O)N(c2cccc(Br)c2)C1c1ccccc1Cl` (stereo not given) gave PP1 counter 13, GASC-1 inh 3, PP5 inh -3.8, PREPL inh -3, HCV core dimer 4, LYPLA2 counter -1, CTSL1 counter -2, Efflux pump mplx 0.0 and TPT1 inhibitor 0.
For COC(=O)Cn1cnc2c(C#N)c3n(c2c1=O)CCCCC3 the results were PP1 counter -2, GASC-1 inh -1, PP5 inh -0.1, PREPL inh 8, HCV core dimer 1, LYPLA2 counter 6, CTSL1 counter 5, Efflux pump mplx 0.5 and TPT1 inhibitor 0.
`CCN(CC)S(=O)(=O)c1ccc(Oc2ccc(S(=O)(=O)N(CC)CC)cc2)cc1` gave PP1 counter 1, GASC-1 inh -2, PP5 inh 5.4, PREPL inh 7, HCV core dimer 10, LYPLA2 counter 4, CTSL1 counter 0, Efflux pump mplx 0.0 and TPT1 inhibitor 5.
CC(=O)c1c(C)[nH]c(C(=O)OCC(=O)Nc2cccc(S(=O)(=O)N(C)C)c2)c1C was read as PP1 counter -5, GASC-1 inh -1, PP5 inh -1.3, PREPL inh 7, HCV core dimer -3, LYPLA2 counter -12, CTSL1 counter -13, Efflux pump mplx 0.4 and TPT1 inhibitor 1.
For O=c1c2c3c(sc2nc2n1CCCC2)CCCCC3 the results were PP1 counter -3, GASC-1 inh -5, PP5 inh 0.0, PREPL inh 2, HCV core dimer -10, LYPLA2 counter 4, CTSL1 counter -1, Efflux pump mplx 0.0 and TPT1 inhibitor -3.
For CCOC(=O)C1C(c2cccs2)NC(=O)N(C)C1(O)C(F)(F)F (stereo not given) the results were PP1 counter -11, GASC-1 inh -8, PP5 inh -1.5, PREPL inh -6, HCV core dimer 0, LYPLA2 counter 4, CTSL1 counter -2, Efflux pump mplx 0.0 and TPT1 inhibitor 2.
For CCOc1ccc(N2CC(C(=O)Nc3cccc(C(=O)NC4CC4)c3)CC2=O)cc1 (stereo not given) the results were PP1 counter 2, PP5 inh -0.4, PREPL inh 6, LYPLA2 counter -8 and Efflux pump mplx 0.3.
`Cc1nn(-c2ccc(C(=O)Nc3nnc(C4CC4)s3)cc2)c(C)c1Cl` gave PP1 counter -2, GASC-1 inh -1, PP5 inh 0.0, PREPL inh 1, HCV core dimer 12, LYPLA2 counter 3, CTSL1 counter 4, Efflux pump mplx 0.3 and TPT1 inhibitor -3.
For CCCOc1cccc(C(=O)NCCNC(=O)c2cnccn2)c1 the results were PP1 counter 2, GASC-1 inh 6, PP5 inh 1.2, PREPL inh 0, HCV core dimer -3, LYPLA2 counter 4, CTSL1 counter 3, Efflux pump mplx -0.1 and TPT1 inhibitor 0.
Screening N#Cc1c(Cl)c(Cl)c2nnc(-c3ccc(Br)cc3)n2c1Cl returned PP1 counter 3, GASC-1 inh 10, PP5 inh 4.1, PREPL inh 0, HCV core dimer 4, LYPLA2 counter 5, CTSL1 counter 9, Efflux pump mplx 0.0 and TPT1 inhibitor 2.
CCOC(=O)N1CCN(C(=S)Nc2ccc(C)c(C)c2)CC1 was read as PP1 counter -5, GASC-1 inh 1, PP5 inh -0.6, PREPL inh -3, HCV core dimer -4, LYPLA2 counter 4, CTSL1 counter -6, Efflux pump mplx 0.1 and TPT1 inhibitor -4.
`COc1ccc(NC(=O)c2cc(Cl)ccc2NC(=O)c2ccco2)c(OC)c1` gave PP1 counter -3, GASC-1 inh 1, PP5 inh 1.4, PREPL inh -4, HCV core dimer 8, LYPLA2 counter 0, CTSL1 counter 3, Efflux pump mplx 0.4 and TPT1 inhibitor -2.

High-throughput results (PubChem)

The list is partial. The share of hits here may be higher or lower than overall.
